# Ins promoter up = MIN6 insulin promoter up-regulation | z-score at 5 µM | MIN6 insulin promoter-GFP reporter, high-content imaging; hits give high values | hit rate 0.3% among 190,000;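 active = z-score above 3 at 5 µM with at least 500 cells counted in the well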
# bCat nuc transl = beta-catenin nuclear translocation modulation. HeLa beta-catenin nuclear translocation, immunofluorescence imaging. nuclear translocation activity, % at 5 µM. hit rate 0.3% among 190,000;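 active = nuclear translocation activity above 50% at 5 µM, with a well cell count of 50 or more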;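 note: per-cell ratio of nuclear to cytoplasmic median beta-catenin stain intensity; plate controls were DMSO negative control for no effect and GSK-3 inhibitor IX positive control for full effect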
#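 Test system: human HeLa cells, endogenous beta-catenin. Times: 24 h compound exposure, 37°C. Measured by: beta-catenin immunofluorescence imaging with DAPI.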
# ER stress rescue = protection against thapsigargin-triggered cell killing – 384-well, CSM14.1, ATP luminescence, primary screen (AID 1222); CSM14.1 thapsigargin-induced death rescue, ATP luminescence; higher % means a stronger effect; cellular ATP content (survival), % at 20 µM, or EC50 in µM where a hit was titrated; 190,000 tested, under 10 active;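 active = EC50 below 50 µM in the dose-response confirmation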;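 note: death triggered by thapsigargin at about 15 µM added after 2 h compound pretreatment; cell ATP read after overnight thapsigargin exposure of roughly 18 to 22 hours; normalized against plate controls of thapsigargin alone and 5% DMSO vehicle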
# Lipid droplet = modulators of hepatic lipid droplet formation; AML12 mouse hepatocytes, oleate lipid droplets, BODIPY imaging; inhibition, % at 6.5 µM; hit rate 0.4% among 240,000; AID 1656;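 active = lipid droplet intensity inhibited by at least 50%, with more than 500 cells counted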
#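 Assay system: AML12 hepatocytes (mouse) / Also added: 100 µM oleic acid challenge / Times: overnight treatment with compound plus oleate / Detection: high-content imaging of BODIPY-stained droplets and DAPI nuclei / Evaluation: % inhibition of lipid droplet signal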
# Dynein transport = dynein cargo transport inhibition; 3617.4 mouse cells, GR-EGFP nuclear translocation imaging; test concentration mostly 20 µM; stimulated with dexamethasone, 1 µM; hits give low values; z-score, hits read low; hit rate 0.47% among 220,000;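 active = plate z-score of nuclear minus cytoplasmic receptor signal below a set negative limit, without overly bright fluorescence or cell loss, cut at about -3.5 in these data, passing the limit was not always enough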;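 note: z-score of nuclear minus cytoplasmic ring GR-EGFP intensity difference per well; some compounds called inactive have numbers as strong as hits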
#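 Buffer or medium: tet-free, stripped-serum medium; reagent: dexamethasone at 1.0 µM final, 30 min; incubation: 48 h induction, 1 h compound, 30 min dex at 37 °C; measured by: formaldehyde fixation, Hoechst nuclear stain, 10x automated fluorescence imaging; read-out: nuclear-to-cytoplasmic GR-EGFP distribution per well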
# WT yeast gro inh = growth inhibition of WT yeast, mitochondrial fusion screen; inhibition, % at 10 µM; mitochondrial fusion phenotypic screen, WT strain; hit rate 2.1% among 190,000; AID 1362; in the data active = inhibition above about 58%; tested in S. cerevisiae
# MT stabilizer = microtubule stabilizers in HeLa cells; hit rate 0.83% among 200,000; HeLa tubulin immunostaining HCS, 24 h; share of cells brighter than vehicle mean+2SD; AID 2205; % tubulin-high responders, % at 10 µM;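 active = plate Z-score above 3 for both tubulin-high and condensed-nucleus cell shares, with cell loss under 80%, at 10 µM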;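 note: anti alpha tubulin signal scored within the nucleus-defined area of each cell; some results filed as inactive read as strong as hits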
# Autophagy HCS = alters autophagy in cells | MEF GFP-LC3 puncta imaging; test concentration mostly 10 µM | hit rate 0.98% among 190,000 | calls only at 10 µM (by protocol) | AID 463193;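 active = percentage of spot-positive cells more than 3 SD above its plate mean, without a fluorescence outlier flag or 80% toxicity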;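 note: spot-positive cell cutoff set from DMSO-treated cells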
# XIAP antagonists = small molecules displacing peptide from XIAP – biochemical, IAP family, fluorescence polarization (AID 1018) | displacement, % at 20 µM, or IC50 in µM where a hit was titrated | XIAP BIR domain, fluorescence polarization peptide displacement; higher % means a stronger effect | hit rate 0.007% among 200,000; in the data active = displacement above about 50%; note: a part of the inactive calls stands beside numbers as strong as those of hits
# WT yeast gro inh mutant strain = second read-out of WT yeast gro inh, no call of its own (marks repeat the call); inhibition, %; mitochondrial fusion phenotypic screen, mutant strain inhibition
# Dynein transport cytoplasmic EGFP = further read-out of Dynein transport, marked with its call; z-score; measured here: cytoplasmic GR-EGFP intensity; hits give high values
# Dynein transport nuclear GR-EGFP = recorded beside Dynein transport, whose call it bears; z-score; measured here: nuclear GR-EGFP intensity;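 lower value marks the stronger effect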
# Dynein transport cell count = further read-out of Dynein transport, marked with its call; z-score; measured here: cell count per field
# Ins promoter up cell count = recorded beside Ins promoter up, whose call it bears; cell count; measured here: cytotoxicity, nuclei count;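 total cells summed across four imaged fields per well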
# Lipid droplet cells 6.5 µM = further read-out of Lipid droplet, marked with its call; cell count; measured here: cell count, cytotoxicity flag;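 cells counted across two imaged fields per well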
# bCat nuc transl cell count 5 µM = further read-out of bCat nuc transl, marked with its call; cell count; measured here: cell count, cytotoxicity flag
# MT stabilizer Hoechst-high % = second read-out of MT stabilizer, no call of its own (marks repeat the call); % Hoechst-high responders; measured here: nuclear condensation Hoechst responders;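 share of cells brighter than vehicle mean plus two SD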
# MT stabilizer cytotoxicity % = recorded beside MT stabilizer, whose call it bears; toxicity, %; measured here: cytotoxicity by cell density;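 0% = mean cell density of plate MIN control wells and 100% = no cells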
# Autophagy HCS cell loss 18 h = further read-out of Autophagy HCS, marked with its call; toxicity, %; measured here: cell loss, nuclei count;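 cell loss after 18 h compound exposure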
# The depositor's hits bear a star; i = inactive; / = not tested or not shown.
SMILES,Ins promoter up,Ins promoter up cell count,bCat nuc transl,bCat nuc transl cell count 5 µM,ER stress rescue,Lipid droplet,Lipid droplet cells 6.5 µM,Dynein transport,Dynein transport cytoplasmic EGFP,Dynein transport nuclear GR-EGFP,Dynein transport cell count,WT yeast gro inh,WT yeast gro inh mutant strain,MT stabilizer,MT stabilizer Hoechst-high %,MT stabilizer cytotoxicity %,Autophagy HCS,Autophagy HCS cell loss 18 h,XIAP antagonists
O=S(=O)(Nc1nc2ccccc2nc1NCCN1CCOCC1)c1cccc(Cl)c1,0.24,1397,-4.8,974,4.6%,/,/,-0.107,-0.201,0.272,-0.0441,1.9,4.0,5.8,2.6,6.0,i,-4.5,-1.7%
CC(C)CNC(=O)COc1cccc(C(=O)NCc2ccccc2)c1,-0.2,1249,-1.2,928,-0.7%,-10.6,585,-0.276,-0.211,0.481,-0.388,-8.7,-6.3,1.5,1.9,4.1,i,0.2,-7.5%
COc1ccc(CCNC(=O)CCNC(=O)c2ccc(Br)cc2)cc1OC,1.33,1483,0.0,1063,0.3%,18.5,681,-0.653,-0.267,-0.476,0.455,-0.7,-12.8,4.4,2.3,0.2,i,3.4,-7.3%
O=C(Cc1ccccc1)Nc1ccc2c(c1)CCC2,1.61,1150,-1.2,1079,1.1%,-0.7,768,1.56,-0.326,1.82,-1.3,-12.9,-9.8,1.8,0.9,4.9,i,-7.1,-4.7%
Cc1ccc(Oc2cc(-n3nc(C)cc3C)ncn2)cc1,/,/,-1.0,1173,-1.8%,-21.3,736,-0.624,-0.246,-0.271,0.402,45.8,37.0,0.6,1.2,5.7,i,-3.6,-5.7%
CC(C)(C)n1nnnc1C(c1ccc(F)cc1)N1CCC(C(N)=O)CC1 (stereo not drawn),-0.28,1534,0.6,1536,0.6%,-0.1,645,0.0259,-0.319,-0.322,1.25,-0.2,6.1,3.1,1.2,12.5,i,9.1,-5.3%
COc1cccc(C(=O)Nc2ccc(-c3nc4ccccc4o3)c(O)c2)c1,-0.51,1757,-1.3,1222,-1.1%,-4.9,621,0.0483,-0.0537,0.334,0.0854,13.2,-2.4,13.4,2.2,2.4,i,6.4,40.7%
O=C(COC(=O)CC1CC2CCC1C2)Nc1c(F)cccc1F (stereo not drawn),-0.44,1313,0.1,1040,-0.3%,-6.5,675,0.981,-0.17,0.663,-0.97,-2.3,-3.5,1.8,1.3,4.2,i,-2.1,-2.2%
COc1ccc2c([N+](=O)[O-])c(Cl)[nH]c2c1,-0.01,1133,-0.2,993,1.6%,11.5,668,0.57,-0.247,0.566,-0.405,-16.3,8.6,2.8,1.7,8.3,i,18.0,-7.0%
CCOC(=O)CSc1[nH]c2cc(OC)ccc2c1[N+](=O)[O-],0.16,1626,2.3,863,3.6%,-0.5,649,-0.984,-0.219,-0.411,1.08,9.6,-10.8,3.2,1.9,2.9,i,0.4,-8.3%
CS(=O)(=O)N(CC(=O)N1CCN(c2ccccc2F)CC1)c1ccc2c(c1)OCCO2,-0.37,1382,-0.4,1062,-1.2%,2.8,731,1.71,-0.216,0.76,-0.581,-9.7,-5.3,5.9,2.3,1.1,i,4.5,-2.0%
c1ccc2c(c1)CCN(C1=Nc3cccc4cccc1c34)C2,-0.39,1078,3.1,1052,-3.6%,2.5,715,0.535,0.233,-0.166,-0.0127,31.6,20.9,34.0,3.2,14.7,i,7.7,8.2%

# Of the compounds above, two have a nitro group on carbon.
SMILES,Ins promoter up,Ins promoter up cell count,bCat nuc transl,bCat nuc transl cell count 5 µM,ER stress rescue,Lipid droplet,Lipid droplet cells 6.5 µM,Dynein transport,Dynein transport cytoplasmic EGFP,Dynein transport nuclear GR-EGFP,Dynein transport cell count,WT yeast gro inh,WT yeast gro inh mutant strain,MT stabilizer,MT stabilizer Hoechst-high %,MT stabilizer cytotoxicity %,Autophagy HCS,Autophagy HCS cell loss 18 h,XIAP antagonists
COc1ccc2c([N+](=O)[O-])c(Cl)[nH]c2c1,-0.01,1133,-0.2,993,1.6%,11.5,668,0.57,-0.247,0.566,-0.405,-16.3,8.6,2.8,1.7,8.3,i,18.0,-7.0%
CCOC(=O)CSc1[nH]c2cc(OC)ccc2c1[N+](=O)[O-],0.16,1626,2.3,863,3.6%,-0.5,649,-0.984,-0.219,-0.411,1.08,9.6,-10.8,3.2,1.9,2.9,i,0.4,-8.3%

# (continued)
SMILES,Ins promoter up,Ins promoter up cell count,bCat nuc transl,bCat nuc transl cell count 5 µM,ER stress rescue,Lipid droplet,Lipid droplet cells 6.5 µM,Dynein transport,Dynein transport cytoplasmic EGFP,Dynein transport nuclear GR-EGFP,Dynein transport cell count,WT yeast gro inh,WT yeast gro inh mutant strain,MT stabilizer,MT stabilizer Hoechst-high %,MT stabilizer cytotoxicity %,Autophagy HCS,Autophagy HCS cell loss 18 h,XIAP antagonists
Cc1cccc(NC(=S)N(C)C2(c3ccccc3Cl)CCCCC2=O)c1 (stereo not drawn),0.51,947,4.4,1004,4.0%,-24.0,815,-0.377,-0.164,0.0736,0.0422,-36.9,-10.4,2.0,1.5,8.0,i,31.5,-6.5%
CCc1cc(C(=O)N2CCc3c([nH]c4ccccc34)C2c2ccc(OC)cc2F)no1 (stereo not drawn),1.02,1614,6.1,907,3.6%,68.6*,650*,0.89,-0.172,0.686,-1.17,53.3,7.4,9.0,4.0,3.1,i,4.1,-0.5%
CCCNS(=O)(=O)c1ccc(CCC(=O)NCCc2ccc(OC)c(OC)c2)cc1,0.42,1398,0.9,972,-1.6%,-3.3,709,-0.67,-0.312,-0.444,0.909,-2.9,2.0,2.7,1.6,2.7,i,-28.1,-8.7%
COc1cc2c(cc1OC)C(C)N(C(=O)C1COc3ccccc3O1)CC2 (stereo not drawn),-0.42,1155,-3.4,1231,2.8%,-17.0,732,0.102,-0.342,0.548,-0.0359,-18.1,-13.1,6.3,2.7,4.3,i,5.6,-3.8%
CCOC(=O)C1Cc2cc3c(cc2C1=O)CC(C(=O)OCC)C3=O (stereo not drawn),-0.13,1355,-2.2,1105,2.2%,/,/,0.784,-0.164,0.571,-0.175,12.2,17.4,2.1,2.3,11.7,i,22.4,0.1%
Cc1onc(-c2c(Cl)cccc2Cl)c1C(=O)ONC(=O)c1cc(C(F)(F)F)cc(C(F)(F)F)c1,-1.58,1411,-1.7,1160,/,-17.2,632,1.61,-0.127,1.07,-0.858,/,/,/,/,/,/,/,/
CCCn1c(NC(=O)c2ccc(C)cc2)nc2ccccc21,-0.68,1163,/,/,-1.9%,-8.9,758,-0.786,-0.265,-0.352,0.0749,1.6,13.7,1.5,1.5,1.0,i,3.9,-5.2%
CO/N=C/C(C#N)=C/c1cc(C(=O)c2ccc(F)cc2)cn1C,-0.18,1131,-1.0,1052,-1.6%,0.5,700,1.6,-0.205,0.384,0.22,-2.5,-6.7,5.0,3.2,1.4,i,1.4,-7.7%
COC(=O)CCC(=O)Nc1nc(-c2ccccc2)cs1,/,/,/,/,/,/,/,0.505,-0.237,0.498,-0.0312,18.4,-6.9,4.8,2.2,5.6,i,17.0,/
CC(C)(C)N/N=C/c1c(O)n(-c2ccc(Cl)cn2)c(=O)c2ccccc12,0.84,1303,-1.3,1016,-1.2%,16.2,714,-0.376,-0.305,-0.504,0.615,-4.0,-2.4,5.5,2.1,4.3,i,-0.1,-5.3%
CCCc1ncc(C(O)c2cccc3ccccc23)n1C (stereo not drawn),-1.26,1323,/,/,-1.6%,-5.9,742,-0.475,-0.225,-0.478,-0.108,-4.8,-3.2,4.8,1.7,5.9,i,-5.8,-2.3%
Cc1nc(NCc2ccco2)nc2c1C(=O)CC(C)C2 (stereo not drawn),-0.72,1044,/,/,1.6%,-9.8,708,-0.467,-0.265,-0.42,1.34,-5.1,4.0,2.0,1.2,2.0,i,-4.0,-5.4%
Cc1cccc(NC(=O)COc2cccc3c2CCN(C)C3=O)c1,0.17,1161,-0.9,1114,/,-0.1,684,-1.06,-0.254,-0.411,0.684,-4.2,2.6,0.8,1.1,1.2,i,6.5,-1.3%
COC(=O)C1CCN(C(c2cccs2)c2sc3nc(C)nn3c2O)CC1 (stereo not drawn),-0.4,1806,-0.7,1055,-0.2%,-3.5,675,0.143,-0.22,0.181,-0.0359,18.8,5.3,2.9,2.6,4.8,i,13.3,-5.2%
Cc1ccccc1CN1C(=O)Nc2ccccc2C(=O)N1C(C)(C)C,0.08,1013,1.0,1003,-1.7%,-5.8,766,-1.3,0.0325,-0.428,0.607,-9.0,11.1,1.0,1.6,8.0,i,-5.9,-6.1%
CN1CCc2c(sc3nc(SCC(N)=O)n(-c4ccccc4)c(=O)c23)C1,0.83,1167,4.8,1078,-0.3%,6.3,797,0.504,-0.136,0.548,0.244,-4.0,-8.7,3.1,1.8,7.7,i,-13.6,-5.1%
Cc1cc(N2CCC(C(=O)N3CCN(c4cccc(C)c4C)CC3)CC2)n2ncnc2n1,-4.36,849,-0.6,862,4.2%,/,/,-1,-0.0711,-0.352,0.746,-1.9,-9.4,9.7,3.2,5.2,i,3.9,-2.2%
O=C(COC(=O)CCc1c[nH]c2ccccc12)Nc1cc([N+](=O)[O-])ccc1Cl,-0.41,1337,-1.7,536,-1.4%,3.5,613,-0.305,-0.241,-0.231,0.935,4.7,-2.2,3.5,1.9,8.7,i,-21.7,-3.0%
Cc1[nH]c2ccccc2c1C1=NNC(=Nc2ccc(F)cc2)SC1,-1.01,1378,0.2,1072,-1.6%,1.2,716,0.168,-0.236,0.153,-0.658,-1.4,-6.0,2.3,2.7,8.3,i,0.1,14.9%
COc1ccc(C2=CC(=O)OC(C)(c3ccccc3)O2)cc1 (stereo not drawn),0.3,1181,51.4*,215*,0.2%,-28.0,627,-0.432,-0.302,-0.439,0.0581,25.9,29.9,9.8*,29.5*,31.1*,i,6.2,-6.6%

# Screening data: PubChem BioAssay, several laboratories
